Bioassay records: PubChem, several laboratories
Y pestis TopoI: inhibitors of Yersinia pestis topoisomerase I. AID 504884. Y. pestis Topo-I cleavage product accumulation, plate reader. activity, % at 10 µM. hit rate 0.064% among 360,000; in the data active = activity above about 50%, passing the limit was not always enough; inconclusive = no clear call, values can overlap the other calls; also: inactives centre near 2
Rv3671c protease: inhibits the M. tuberculosis serine protease Rv3671c; AID 2606; inhibition, % at 5.96 µM; P9WHR9; hit rate 0.048% among 320,000; in the data active = inhibition above about 38%;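 also: extracellular domain of Rv3671c used as enzyme; 0% = enzyme with DMSO and 100% = no enzyme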
Target sequence (P9WHR9 whole entry, looked up, the tested form may be a part): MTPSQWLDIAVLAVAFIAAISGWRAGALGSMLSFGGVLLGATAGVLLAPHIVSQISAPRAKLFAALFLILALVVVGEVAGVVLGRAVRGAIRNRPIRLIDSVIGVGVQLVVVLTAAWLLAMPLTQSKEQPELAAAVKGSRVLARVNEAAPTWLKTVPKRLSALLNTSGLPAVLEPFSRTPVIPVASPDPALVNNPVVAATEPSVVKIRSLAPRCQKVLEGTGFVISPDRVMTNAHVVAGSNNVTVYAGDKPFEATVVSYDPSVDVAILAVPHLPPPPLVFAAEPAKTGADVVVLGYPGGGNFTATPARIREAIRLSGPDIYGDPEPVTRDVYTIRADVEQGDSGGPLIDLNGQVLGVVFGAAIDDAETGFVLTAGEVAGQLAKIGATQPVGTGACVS
TcdB inh: TcdB glycohydrolase inhibition; hit rate 0.24% among 350,000; inhibition, % at 9.99 µM; P18177; TcdB glycohydrolase enzymatic assay, plate reader; in the data active = inhibition above about 10%
PriA SSB inh: inhibitors of Klebsiella pneumoniae PriA binding to SSB C-terminal tail; AID 1272365; AlphaScreen SSBct-PriA binding, biotinylated peptide; hit rate 0.6% among 430,000; inhibition, % at 33 µM; in the data active = inhibition mostly above about 37%, no sharp cut-off; inactive = mostly below about 20%;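 also: plate controls were negative control peptide for no effect and reference peptide for full effect; strong numbers were not always called active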
MazEF act: MazEF (E. coli) toxin RNase activation. FAM/BHQ RNA-DNA oligo cleavage fluorescence, 5 h. activation, % at 20 µM. hit rate 0.32% among 350,000. AID 504720; in the data active = activation above about 50%
Target sequence (P0AE70 whole entry, looked up): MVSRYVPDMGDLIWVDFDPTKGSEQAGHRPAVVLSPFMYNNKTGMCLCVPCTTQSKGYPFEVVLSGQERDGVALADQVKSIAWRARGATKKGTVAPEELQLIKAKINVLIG
Anthrax LF prot: inhibitors of Bacillus anthracis lethal factor protease | P15917 | multiplex microsphere protease cleavage assay, LF | inhibition, % at 10 µM | hit rate 0.12% among 360,000 | AID 588501; in the data active = inhibition above about 30%; inconclusive = no clear call, values can overlap the other calls; also: plate controls were buffer without enzyme for full effect and enzyme alone for no effect
3CLpro inhibitor: SARS-CoV 3CLpro protease inhibition; P0C6X7; recombinant SARS-CoV 3CLpro, quenched FRET peptide cleavage; inhibition, % at 6 µM; hit rate 0.14% among 290,000; AID 1706; in the data active = inhibition above about 12%
PfHsp40 yeast: compounds rescuing yeast from Plasmodium falciparum HSP40 toxicity; S. cerevisiae expressing PfHsp40, growth rescue, ATP luminescence; growth rescue, % at 12.5 µM; hit rate 0.68% among 340,000; in the data active = growth rescue above about 28%, passing the limit was not always enough; inconclusive = no clear call, values can overlap the other calls;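 also: yeast W303a lacking pdr1 and pdr3 grown in galactose medium; growth measured after three days at 30 °C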
BH1578 lux ind: inducers of Vibrio cholerae quorum light production without autoinducers. activation, % at 18.7 µM. hit rate 0.16% among 350,000. V. cholerae BH1578 lux reporter, luminescence, 6 h; in the data active = activation mostly above about 9.7%, no sharp cut-off; inconclusive = no clear call, values can overlap the other calls; inactive = mostly below about 3.7%; also: not every result past the cut was called active; inactives centre near 0; reference of the scale not given here
VHR inh abs: DUSP3 (human) phosphatase inhibition | recombinant VHR phosphatase, pNPP absorbance | inhibition, % at 13.3 µM | AID 1654 | P51452 | hit rate 0.52% among 290,000; in the data active = inhibition above about 50%; also: some compounds called inactive have numbers as strong as hits
Target sequence (P51452 whole entry, looked up): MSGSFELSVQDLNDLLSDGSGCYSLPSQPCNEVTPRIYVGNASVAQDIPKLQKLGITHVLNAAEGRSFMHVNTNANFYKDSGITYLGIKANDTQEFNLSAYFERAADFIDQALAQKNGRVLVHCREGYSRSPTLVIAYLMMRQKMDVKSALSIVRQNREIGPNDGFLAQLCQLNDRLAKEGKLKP
An asterisk follows results filed as active; i = inactive; ? = inconclusive; nt = not tested or not shown; + = active, no number; & = joins results of further samples.

SMILES | Y pestis TopoI | Rv3671c protease | TcdB inh | PriA SSB inh | MazEF act | Anthrax LF prot | 3CLpro inhibitor | PfHsp40 yeast | BH1578 lux ind | VHR inh abs
CCCCOC(=O)Nc1cccc(C(=O)OCC)c1 | 8 | -4 | nt | -13 | -5 | -3 | -6 | -0.4 | 0.0 | 9
Cc1nn(Cc2ccccc2)c(=O)n1N(C)c1ncc(C(F)(F)F)cc1Cl | 7 | 5 | nt | 0 | -5 | 6 | -1 | -0.7 | -0.8 | -2
COc1ccc(OC)c(NC(=O)C2CCCCC2C(=O)O)c1 (centres undefined) | -4 | -7 | nt | -4 | 8 | -2 | 2 | -1.2 | i | 6
O=c1c(-c2ccco2)[n+]([O-])c2ccccc2n1OCc1ccccc1 | -8 | -2 | nt | -7 | 0 | 9 | 0 | -2.0 | 1.0 | 25
O=C(COC(=O)c1cc(-c2cccnc2)nc2ccccc12)Nc1ccc(F)cc1F | 8 | -6 | -0.1 | 1 | -10 | -1 | 4 | 6.3 | i | 3
CC(C)c1csc(CN2CCCC(CCC(=O)NCc3ccccc3F)C2)n1 (centres undefined) | 18 | -7 | -0.9 | -9 | -1 | -1 | -2 | 0.3 | -0.1 | 34
CCCCCCCCNc1ncnc2[nH]ncc12 | 4 | nt | -0.2 | -4 | 3 | -7 | nt | 0.5 | nt | nt
COc1ccc(-c2cc(C(=O)N3CCN(c4ncccn4)CC3)c3ccccc3n2)cc1 | 20 | -1 | 0.5 | -2 | 2 | -5 | nt | 2.0 | i | nt
CCCCNC(=O)C1CCCN(S(=O)(=O)c2ccc(-n3cnnn3)cc2)C1 (centres undefined) | 4 | -6 | nt | -11 | -9 | 0 | 0 | -0.9 | 0.1 | 21
Cc1cccc(Oc2c(C=O)c3ccccc3n2C)c1 | 17 | -6 | nt | -42 | 2 | -2 | -6 | -0.6 | -0.1 | 29
Cc1ccc(NC(=O)c2cc(S(=O)(=O)N3CCOCC3)cn2C)c(C)c1 | 6 | 3 | 0.0 | 4 | -3 | 6 | -4 | 0.1 | -0.2 | 6
CCOC(=O)N1CCN(C(=O)COc2ccc([N+](=O)[O-])cc2)CC1 | 11 | 0 | 0.1 | -13 | 12 | 0 | 7 | 1.6 | 0.4 | 28
CN1C(=O)C(C)(C)c2cc(S(=O)(=O)NCC3CCC(C(=O)NCc4ccc(F)cc4)CC3)ccc21 (centres undefined) | 22 | -3 | 0.0 | -8 | 8 | 0 | 0 | -0.9 | -0.3 | 36
CCOC(=O)c1c(C)[nH]c(C(=O)OCC(=O)NCc2ccco2)c1C | 3 | nt | 2.2 | nt | -1 | -8 | nt | nt | -0.5 | nt
O=C(C1=NN[C@@H]2C(=O)N(c3cccc(C(F)(F)F)c3)C(=O)[C@H]12)C(c1ccccc1)c1ccccc1 | -9 | -19 | nt | -3 | -15 | 2 | 1 | 8.3 | -0.2 | 10
CCCCN(C(=O)Nc1ccccc1)C1CCS(=O)(=O)C1 (centres undefined) | -6 | -8 | -0.2 | -4 | 3 | 1 | nt | -1.3 | i | nt
CCn1cc(CN2CCC(C(=O)Nc3cccc(-c4cccc(F)c4)c3)CC2)cn1 | -14 | 4 | 1.5 | 39* | 4 | -2 | 3 | -0.4 | i | 28
CCOC(=O)C(Cc1ccccc1)NC(=O)CCc1nnc2ccc(N3CCCCC3)nn12 (centres undefined) | 10 | -16 | 1.0 | -9 | 1 | 8 | -2 | 0.8 | -0.3 | 48
CC(NC(=O)c1cc2c(s1)CCCC2)C(C)(C)C (centres undefined) | -5 | -9 | nt | -5 | -17 | -20 | 6 | -0.2 | -0.9 | -9
Cc1ccc(NS(=O)(=O)c2ccc(OCC(=O)NCc3ccco3)cc2)cc1 | -10 | 2 | nt | 3 | -8 | 0 | 2 | 0.1 | i | -18
O=C(Cc1ccccc1[N+](=O)[O-])OCC(=O)N1CCN(c2ccccc2)CC1 | 7 | -4 | 2.4 | 7 | 5 | -1 | nt | 0.1 | -2.9 | nt
Cn1cc(C=C2C(=O)NC(=O)NC2=O)c2ccccc21 | 12 | 8 | 0.3 | 7 | + | -8 | 4 | -0.4 | i | 22
CC1CN2C(c3ccc(Cl)cc3)=CSC2=N1 (centres undefined) | 3 | -7 | 0.6 | -5 | 1 | 2 | -3 | 5.5 | -0.3 | -7
CCOC(=O)C1CCCN(C(=O)c2cc3cc(Br)ccc3oc2=O)C1 (centres undefined) | -2 | 3 | -0.1 | 8 | -4 | 2 | 7 | 1.6 | i | 9
COCC(=O)NNC(=O)c1ccccc1OC | 3 | 1 | 0.5 | 3 | 4 | -1 | -1 | 0.4 | -0.8 | 12

The last 2 compounds of the part above come first, to join the parts.
SMILES | Y pestis TopoI | Rv3671c protease | TcdB inh | PriA SSB inh | MazEF act | Anthrax LF prot | 3CLpro inhibitor | PfHsp40 yeast | BH1578 lux ind | VHR inh abs
CCOC(=O)C1CCCN(C(=O)c2cc3cc(Br)ccc3oc2=O)C1 (centres undefined) | -2 | 3 | -0.1 | 8 | -4 | 2 | 7 | 1.6 | i | 9
COCC(=O)NNC(=O)c1ccccc1OC | 3 | 1 | 0.5 | 3 | 4 | -1 | -1 | 0.4 | -0.8 | 12
Cc1cc(=O)oc2c1c(C)nn2-c1nn[nH]n1 | -1 | 5 | nt | 58* | -8 | -1 | -2 | -2.0 | i | 8
COc1ccc(CCN2CC(C(=O)NCc3cccc4[nH]ccc34)CCC2=O)cc1 (centres undefined) | 9 | 8 | 0.0 | -9 | 1 | 0 | -3 | 0.6 | i | 32
Cc1cc(C)nc(Nc2ncc(O)n2-c2ccccc2)n1 | 0 | 0 | nt | 3 | -1 | 0 | -3 | 2.1 | -8.0 | 9
COc1ccc([C@H]2C[C@H](n3cc(C4CC4)nn3)[C@@H](O)CN2CC2CCCCC2)cc1 | 40 | nt | 0.7 | nt | -8 | -7 | nt | nt | 3.1 | nt
OCCC1CN(Cc2cccn2-c2ncccn2)CCN1Cc1ccccc1 (centres undefined) | 5 | 7 | -0.5 | -10 | 0 | 0 | 4 | -0.7 | i | 13
CCC(C)NC(=O)CN(c1cc(Cl)ccc1OC)S(C)(=O)=O (centres undefined) | 0 | 1 | nt | -13 | 5 | -7 | -2 | 1.0 | -0.1 | -5
CCOC(=O)CNC(=O)CSc1nnc(Cn2c(=O)sc3ccccc32)n1-c1ccccc1C | 10 | 1 | nt | 6 | 1 | -4 | -4 | -1.0 | -0.2 | 10
COc1cc2ccccc2nn1 | -5 | 2 | 0.8 | -6 | 7 | 0 | -1 | 0.1 | -0.3 | -15
COC(=O)c1ccc(C2C(C(=O)c3ccco3)=C(O)C(=O)N2c2cc(C)on2)cc1 (centres undefined) | -2 | 3 | -1.7 | 4 | 4 | 1 | -1 | 1.8 | -0.4 | 1
CCOC(=O)c1c(NC(=O)CSc2nc3cc(Cl)ccc3s2)sc(C(C)=O)c1C | nt | 7 | 0.4 | nt | nt | nt | 0 | nt | nt | -4
CCOC(=O)C1=C(C)N=C2SC(C)C(=O)N2C1c1ccc(C(=O)OC)cc1 (centres undefined) | -3 | -2 | nt | -8 | 1 | -2 | -2 | ? | 0.4 | 22
CCc1nnc(NC(=O)C2CCCN(c3nc(C)cc(C)n3)C2)s1 (centres undefined) | -2 | 4 | nt | -4 | -4 | -1 | 0 | 1.1 | i | 20
CCCC(C)c1oc(=O)cc(O)c1C (centres undefined) | 2 | nt | -0.6 | -2 | -3 | -1 | nt | -0.5 | -1.9 | nt
Cc1onc(-c2ccccc2Cl)c1C(=O)NCCN1CCOCC1 | 1 | 2 | nt | 2 | 3 | 0 | 5 | -0.3 | -0.6 | 40
CCOC(=O)c1sc(N2C(=O)C(O)=C(C(=O)c3ccco3)C2c2cccc([N+](=O)[O-])c2)nc1C (centres undefined) | 12 | -5 | 1.0 | 0 | 7 | 6 | 10 | 4.4 | -0.3 | 10
Cc1nn(Cc2ccccc2Cl)c(C)c1C(=O)N(C)CC(=O)Nc1cccc(F)c1 | 16 | -6 | -0.7 | 6 | -5 | -1 | nt | 9.1 | 3.4 | nt
COc1ccccc1N1Cc2ccc(OC)c(OC)c2C1=O | -8 | -4 | 0.6 | 2 | -2 | 11 | -4 | -1.1 | i | -10
COCC(C)NC(=O)Cc1ccc(Cl)cc1 (centres undefined) | -5 | 3 | 0.0 | -15 | 11 | -2 | 2 | -1.1 | -0.2 | 17
Cc1scc(C(=O)NCc2ccco2)c1-c1ccccc1 | 0 | 7 | nt | -4 | -2 | -3 | -3 | -0.6 | i | 7
CN1CC(=O)NC1=NC(=O)c1cc(F)c(F)cc1Cl | 5 | 4 | nt | 1 | 3 | 2 | 1 | -1.0 | -0.6 | 8
COc1ccc(NC(=O)N(CCC(C)C)C(C)c2ccccn2)c(OC)c1 (centres undefined) | 17 | -1 | 0.1 | 5 | 2 | -8 | -3 | -0.9 | i | 17
Cc1ccc(CCSc2ccc(F)cc2)cn1 | -1 | 2 | 0.2 | -6 | 9 | -4 | 2 | nt | i | 9
COc1cccc(N(CC(=O)N2CCCCCC2)S(C)(=O)=O)c1 | 15 | -5 | -0.4 | -6 | 9 | 4 | 6 | -0.8 | i | -4
COc1ccccc1OCCNC(=O)c1ccc(C)c(S(=O)(=O)N2CCOCC2)c1 | 8 | -6 | -1.8 | -16 | -5 | 2 | nt | 0.1 | -0.7 | nt
Cc1ccc(N(C(C)C(=O)Nc2ccc(S(=O)(=O)N3CCOCC3)cc2)S(C)(=O)=O)cc1 (centres undefined) | -2 | 0 | nt | -9 | -18 | 2 | 3 | 0.8 | -0.7 | -4
Next section
SMILES | Y pestis TopoI | Rv3671c protease | TcdB inh | PriA SSB inh | MazEF act | Anthrax LF prot | 3CLpro inhibitor | PfHsp40 yeast | BH1578 lux ind | VHR inh abs
Cc1cc(C)cc(N(C(=O)C(F)(F)F)C(C(=O)NC2CCCCC2)c2cccs2)c1 (centres undefined) | 3 | -3 | nt | -6 | -3 | 0 | 2 | 6.3 | i | -2
CCOC(=O)c1cccc(NC(=O)CSc2nnc(-c3ccoc3C)n2CCOC)c1 | -2 | -2 | nt | -5 | 3 | 1 | 0 | -1.0 | -0.5 | -13
O=C(O)c1cc(=O)c2cc(Cl)ccc2o1 | -4 | -3 | nt | 1&-11 | 1 | 0 | 5 | -1.3 | 0.0 | -20
CCN(CC(=O)Nc1ccccc1C(F)(F)F)C(=O)CCS(=O)(=O)c1ccc(C)cc1 | 4 | -1 | 4.3 | -15 | 1 | 4 | nt | 0.6 | i | nt
CC(=O)NC12CC3CC(C1)CC(C(=O)Nc1nc4ccc(S(C)(=O)=O)cc4s1)(C3)C2 | 0 | -4 | 0.9 | -5 | 1 | 0 | -2 | -1.5 | -0.4 | -7
CC1CC(C)CN(c2cc(N(C)CCO)c([N+](=O)[O-])c3nonc23)C1 (centres undefined) | -8 | 1 | 2.0 | 7 | 0 | -6 | 1 | 0.0 | -0.2 | 20
COc1cccc(N2CC(C(=O)Nc3ccc(C(=O)OC(C)C)cc3)CC2=O)c1 (centres undefined) | -1 | -3 | 0.5 | -16 | 0 | -4 | -4 | 3.4 | nt | 4
Cc1ccc(N2C(=O)C3C4CC(=O)C(c5ccccc54)C3C2=O)cc1 (centres undefined) | 0 | -6 | nt | -11 | 6 | 3 | -4 | -0.5 | nt | 11
Cc1nc([N+](=O)[O-])cn1CCC#N | 0 | 3 | 0.0 | -11 | 4 | nt | 2 | 0.2 | -0.2 | 9
COc1ccc2[nH]c(C)c(C(=O)CN(C)CC3OCCO3)c2c1 | nt | 5 | 2.3 | -4 | -5 | nt | 1 | nt | nt | -13

2 entries picked at random from the list so far:
SMILES | Y pestis TopoI | Rv3671c protease | TcdB inh | PriA SSB inh | MazEF act | Anthrax LF prot | 3CLpro inhibitor | PfHsp40 yeast | BH1578 lux ind | VHR inh abs
Cc1cc(C)cc(N(C(=O)C(F)(F)F)C(C(=O)NC2CCCCC2)c2cccs2)c1 (centres undefined) | 3 | -3 | nt | -6 | -3 | 0 | 2 | 6.3 | i | -2
Cc1ccc(N2C(=O)C3C4CC(=O)C(c5ccccc54)C3C2=O)cc1 (centres undefined) | 0 | -6 | nt | -11 | 6 | 3 | -4 | -0.5 | nt | 11

The list is partial; count on the stated rates, not on these rows.
